# TDP1 cell CPT: growth inhibition of DT40 Tdp1-/-;hTDP1 cells with camptothecin (screen for TDP1 inhibitors). chicken DT40 Tdp1-/-;hTDP1 cells + 20 nM CPT, ATP luminescence, 48 h. AID 686979. hit rate 12% among 420,000. Potency, µM (top dose mostly 46.2 µM), for the others: at the top dose activity change, negative = growth inhibition, most hits filed as inhibitors; further: nearly all actives have a fitted effect of over 55% in size
#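 Chicken DT40 Tdp1-/- cells complemented with human TDP1, 400 cells/well, exposed to compounds plus 20 nM camptothecin for at least 48 h at 37 C; viability read as ATP content by CellTiter-Glo luminescence.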
# N370S GC: inhibits or activates N370S mutant glucocerebrosidase | P04062 | N370S GC spleen homogenate, 4MU-glucoside fluorescence | Potency, µM (titrated, usually from 59.4 µM), for the others: at the top dose activity change, negative = inhibition, most hits filed as inhibitors | hit rate 0.092% among 330,000 | AID 2101;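 further: 0% = full enzyme activity and -100% = no enzyme basal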
# FEN1 inh: human FEN1 inhibition; P39748; Recombinant FEN1 flap cleavage, fluorescence, 15 min; Potency, µM (doses to about 114 µM), for the others: at the top dose activity change, negative = inhibition, most hits filed as inhibitors; hit rate 0.35% among 390,000; AID 588795; further: nearly all actives have a fitted effect of over 65% in size
# Target sequence (P39748 whole entry, looked up): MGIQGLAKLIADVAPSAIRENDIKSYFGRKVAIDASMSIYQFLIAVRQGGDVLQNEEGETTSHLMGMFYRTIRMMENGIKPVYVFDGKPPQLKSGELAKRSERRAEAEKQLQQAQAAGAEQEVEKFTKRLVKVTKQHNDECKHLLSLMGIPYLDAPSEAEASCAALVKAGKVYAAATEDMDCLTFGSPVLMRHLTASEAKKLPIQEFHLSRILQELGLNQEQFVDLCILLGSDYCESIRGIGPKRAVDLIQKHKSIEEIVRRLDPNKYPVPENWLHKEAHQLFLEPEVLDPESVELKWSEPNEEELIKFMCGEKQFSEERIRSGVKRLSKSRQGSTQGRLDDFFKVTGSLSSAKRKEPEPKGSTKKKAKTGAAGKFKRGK
#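 Concentration–response screening of FEN1 (10 nM): 15 min compound preincubation at room temperature, reaction started with 50 nM substrate and read at 0 and 15 min. Corrected, normalized data were fitted by a four-parameter Hill equation.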
# * marks the source's active call; other numbers are inactive results; ? = inconclusive; . = no result given; & = joins results of further samples; [ ] = dose if it differs, or a comment. The call rests on the fitted dose curve; in most records, active means well fitted curve in the direction sought with a large enough effect; inconclusive means small, poorly fitted or top-dose-only effect, or another doubt; inactive means no such curve, though single readings can be large; an effect the other way counts as inactive or inconclusive. Unless noted, on the % scale 0 is the no-effect control and ±100 the full control effect; potency means the concentration at half of the fitted maximal effect. A portion of the library. The share of hits here may be higher or lower than overall.
# Fields: TDP1 cell CPT | N370S GC | FEN1 inh
O=C(NCc1ccccc1C(F)(F)F)C1CC(c2ccccc2[N+](=O)[O-])=NO1 (stereo unspecified)
 : -22% | 7% | 4%
c1ccc(SCc2nc3ccccc3s2)nc1
 : -3% | -5% | -10%
COC(C[C@@H](O)[C@H](C)[C@@H](O)COCc1ccccc1)OC
 : -9% | 1% | 5%
CCCOc1ccc(N2C(=O)CC(NCC#N)C2=O)cc1 (stereo unspecified)
 : 4% | -3% | 2%
COc1ccccc1/C=N/NC(=O)c1cc2c(ccc3ccccc32)o1
 : 16µM* | -2% | 17%
Cn1c(CNc2ccc(F)cc2)nc2ccccc21
 : 22% | -10% | -11%
COC(=O)[C@@H]1C[C@@]2(O)[C@H](O)[C@H](O)[C@H](O)C[C@H]2N1Cc1ccc(C(C)(C)C)cc1
 : -3% | 10%&-6% | 20%
O=C(Nc1ccccc1Cl)c1ccc(Cl)cc1Cl
 : -22% | 5% | 11%
CCOc1ccc(Nc2nc3c(S(=O)(=O)c4cccc(Cl)c4)nnn3c3ccsc23)cc1
 : ? | . | -9%
COc1ccc2c(c1)C1(Nc3ccccc3-c3nc4ccccc4n31)C(=O)N2C (stereo unspecified)
 : ? | -15% | 7%
CC(C)CCNC(=O)C1CCN(c2nnc(-n3cccc3)s2)CC1
 : ? | -1% | 22%
O=C(CSCc1ccc(Br)cc1)N=Nc1c(O)[nH]c2ccccc12
 : 15% | 0% | -12%
CCCCOc1ccc(N(CC(=O)NCC2CCCO2)C(=O)CCC(=O)Nc2cc(C)ccn2)cc1 (stereo unspecified)
 : ? | -24% | 10%
CCCOC(=O)CSc1nc(N)c(C#N)c(-c2ccco2)c1C#N
 : 5% | . | -6%
Cc1ccc(S(=O)(=O)Nc2ccc(C(=O)NCc3ccncc3)cc2)cc1
 : -17% | -18% | 13%
O=C(Nc1cccc(S(=O)(=O)c2cccc(NC(=O)c3ccco3)c2)c1)c1ccco1
 : ? | 2% | 14%
OC1(c2ccccc2)Cc2cccc[n+]2C1c1ccccc1 (stereo unspecified)
 : -3% | 5% | -14%
CCCc1ccc(OCCNC(=O)c2ccco2)cc1
 : ? | 0% | 7%
CCCC(=O)Nn1cnc2c(c1=O)C1(CCCC1)Cc1ccccc1-2
 : 1% | -2% | -12%
Cc1ccc(S(=O)(=O)N2CCOCC2)cc1NC(=O)C1CC(=O)N(c2ccc3c(c2)OCCO3)C1 (stereo unspecified)
 : -24% | -3% | -1%
COc1ccc(CCNC(=S)NCc2cccs2)cc1OC
 : ? | 12% | 5%
Cc1cccc(CNC(=O)c2cc(S(=O)(=O)N3CCOCC3)cn2C)c1
 : -1% | 1% | -12%
C/C(=N/NC(=O)CN1CCN(S(=O)(=O)c2ccc(C)cc2)CC1)c1ccco1
 : -1% | 5% | 0%
Cc1ccc(S(=O)(=O)N2CCN(C(=O)Cc3ccc4c(c3)OCCO4)CC2)cc1C
 : ? | 22% | -4%
CC1=C(C(=O)OCc2ccc3c(c2)OCO3)C(c2cccc([N+](=O)[O-])c2)NC(=O)N1 (stereo unspecified)
 : ? | -5% | -4%
CCc1nnc(NS(=O)(=O)c2ccc(NC(=S)NC(=O)c3cccnc3)cc2)s1
 : 1% | -1% | -4%
CC(C)(C)c1ccccc1NC(=O)Cn1cnc2cc([N+](=O)[O-])ccc2c1=O
 : ? | -9% | -7%
CC(=O)NC1=NN(C(C)=O)C(C)(CS(=O)(=O)c2ccc(Cl)cc2)S1 (stereo unspecified)
 : -12% | 29% | 4%
Cc1cc(C)n(C(C)CC(=O)Nc2cccc(C#N)c2)n1 (stereo unspecified)
 : 1% | . | -10%
O=C1CCC(C(=O)N2CCC(O)CC2)CN1CCc1ccc(Cl)cc1 (stereo unspecified)
 : 2% | -16% | 5%
O=C(CSc1nc(=O)n(CCCN2CCOCC2)c2c1CCC2)Nc1ccc(F)cc1F
 : 5% | -9% | 4%
O=C(CCc1ccccc1)Nc1ccccc1C(=O)NCc1ccco1
 : -28% | 4% | -19%
CCNC(=O)CSc1nc2ccccc2c(=O)n1CCCOC(C)C
 : -6% | -16% | 3%
COc1ccc(C2=C(N)c3ccccc3C2=O)cc1
 : ? | 28% | -15%
O=C(O)c1ccc(-c2sc(Nc3ccccc3)n[n+]2-c2ccccc2)cc1
 : -1% | 9% | 2%
CN(C)C(CNC(=O)c1cc(S(=O)(=O)N(C)c2ccccc2)ccc1Cl)c1ccccc1 (stereo unspecified)
 : 5.8µM* | -7% | -1%
COc1cccc(NC(=O)Cn2c(=O)n(Cc3ccccc3)c(=O)c3c2c2cc(C)ccc2n3C)c1
 : ? | . | -5%
C/C(=N\Nc1cc(C)nc(NCc2ccccc2)n1)c1cccc([N+](=O)[O-])c1
 : 8.2µM* | -4% | 2%
C/C(=N\OC(=O)c1ccc(C)cc1)c1c(C)nc2cc(C)ccn12
 : -2% | -3% | -3%
CC1CCCCN1C(=O)Nc1cccc(Cl)c1 (stereo unspecified)
 : -101% | 3% | -6%
NC(=O)C1CCN(C(=O)c2ccc3c(=O)n(Cc4ccco4)c(SCc4ccc([N+](=O)[O-])cc4)nc3c2)CC1
 : ? | -6% | 20%
Cc1ccccc1CS(=O)(=O)c1cn(CC(=O)N2CCC(C)CC2)c2ccccc12
 : -109% | 13% | -13%
CN1CCN(C(=O)c2cc3cc(Cl)ccc3[nH]2)CC1
 : -4% | 10%&-9% | -7%
COc1ccc(CC2(CO)CCN(Cc3nc(C(C)C)cs3)CC2)cc1
 : 15% | -26% | ?
CCOc1ccc(C2NC(=O)c3ccccc3O2)cc1 (stereo unspecified)
 : -11% | 6% | -4%
C/C=C/C(=O)OCC(=O)Nc1c(Cl)cccc1Cl
 : -6% | . | -1%
CC1CCCCC12NC(=O)N(CC(=O)OCc1ccccc1Cl)C2=O (stereo unspecified)
 : ? | 4% | 1%
Cc1ccccc1NC(=O)COC(=O)Cc1ccsc1
 : -3% | 0% | -6%
Cc1cc(C)c(C)c(S(=O)(=O)N2CCC(C(=O)N3CCCCCCC3)CC2)c1C
 : ? | 0% | -2%
Fc1ccc(-n2c(-c3cc(C4CC4)[nH]n3)n[nH]c2=S)cc1Cl
 : 10% | -16% | 0%
O=C(Nn1c(C2CCC2)nc2ccccc2c1=O)C1CCC1
 : -6% | -7% | 4%
O=C(NCCCn1ccnc1)/C(=C\c1ccc(Br)cc1)NC(=O)c1ccccc1F
 : -11% | -22% | -4%
COc1ccccc1N1CCN(CCN2C(=O)CC(=C3c4ccccc4-c4ccccc43)C2=O)CC1
 : ? | . | 9%
Cc1cc(NC(=O)CSc2nc3cc(Cl)ccc3s2)no1
 : -13% | -5% | -2%
C[C@H](C[C@H](O)[C@H]1OC1(C)C)C1=C2C[C@H](O)C3[C@@]4(C)CCC(=O)C(C)(C)C4CC[C@]3(C)[C@@]2(C)CC1 (stereo partly specified)
 : 7.3µM* | . | -22%
C=CCNC(=O)c1ccc(OC)cc1OC
 : -5% | 3% | -4%
Cc1[nH]nc(Sc2ccccn2)c1[N+](=O)[O-]
 : 22% | -1% | 19%
O=C1CCN(C(=O)c2ccc(Cl)cc2)N1
 : 5% | 7% | 1%
COc1ccc(S(=O)(=O)N2CC(=O)Nc3ccccc32)cc1Cl
 : -5% | ? | 1%
Cc1c(N=C(N)/N=C(\N)Nc2ccc(Br)cc2)c(=O)n(-c2ccccc2)n1C
 : ? | -6% | -1%

# Another view of part of the listing above.
Cc1cc(C)n(C(C)CC(=O)Nc2cccc(C#N)c2)n1 (stereo unspecified)
  TDP1 cell CPT: 1% | N370S GC: . | FEN1 inh: -10%

Cc1ccc(S(=O)(=O)N2CCN(C(=O)Cc3ccc4c(c3)OCCO4)CC2)cc1C
  TDP1 cell CPT: ? | N370S GC: 22% | FEN1 inh: -4%

CN1CCN(C(=O)c2cc3cc(Cl)ccc3[nH]2)CC1
  TDP1 cell CPT: -4% | N370S GC: 10%&-9% | FEN1 inh: -7%

# Single records, from the list above:
# Shown for `NC(=O)C1CCN(C(=O)c2ccc3c(=O)n(Cc4ccco4)c(SCc4ccc([N+](=O)[O-])cc4)nc3c2)CC1` → TDP1 cell CPT: ?; N370S GC: -6%; FEN1 inh: 20%
# Shown for `COc1ccccc1N1CCN(CCN2C(=O)CC(=C3c4ccccc4-c4ccccc43)C2=O)CC1` → TDP1 cell CPT: ?; N370S GC: .; FEN1 inh: 9%

# Carrying on.
# Fields: TDP1 cell CPT | N370S GC | FEN1 inh
O=C1N/C(=N/O)S/C1=C/c1cccc([N+](=O)[O-])c1
 : 10% | -9% | -11%
O=P1(c2ccccc2)C=Cn2c1cc1c2CCCC1 (stereo unspecified)
 : 7% | 9%[2.35 µM] | 2%
CCCCCCN1N=C(C)C(C(=O)c2ccc(Cl)cc2)C1=O (stereo unspecified)
 : ? | 7% | -17%
CCOc1cc(/C=N/n2c(COc3ccccc3)n[nH]c2=S)ccc1O
 : -18% | -13% | 5%
O=C(NC1(C(F)(F)F)NC(=O)N(Cc2cccnc2)C1=O)c1ccccc1 (stereo unspecified)
 : -8% | 7% | 0%
COc1ccc(Nc2cccc(Cl)c2)c(C(=O)O)c1
 : -14% | 7% | 8%
Cc1c(NC(=O)C(C)Sc2ncnc3ccccc23)c(=O)n(-c2ccccc2)n1C (stereo unspecified)
 : 0% | 14% | 3%
O=C(N/N=C(\c1ccccc1)c1ccccn1)c1ccccc1Cl
 : ? | ? | -2%
O=C(Cc1ccccc1)N/N=C/c1ccc(Cl)cc1Cl
 : -18% | 11% | -17%
CCCCCCC(C)n1cc(C(C)=O)c(=O)[nH]c1=O (stereo unspecified)
 : 7% | 20% | -5%
C/C(Cn1cnc([N+](=O)[O-])n1)=N\NC(=O)c1ccccc1F
 : -24% | . | -5%
COc1cc(OC)cc(-c2c(C#Cc3ccsc3)c3cc(-c4ccc(OC)c(OC)c4)ccc3n2C)c1
 : -9% | . | -6%
Cc1cc(NC(=O)Cn2nnc3sc4c(c3c2=O)CCC(C(C)(C)C)C4)no1 (stereo unspecified)
 : 11µM* | -2% | -21%
Cc1ccc(-n2c(SCC(N)=O)nnc2-c2ccccn2)cc1
 : -3% | 0% | 11%
CC1CC(C)(C)CC(=O)C1C(=O)c1ccccc1 (stereo unspecified)
 : 5% | -10% | -2%
CC(C)(C)CC(=O)O/N=C(\N)c1ccccn1
 : -8% | 6% | -2%
O=C(Nc1cc2c(cc1Cl)OCCCO2)c1ccc(F)cc1
 : -8% | 21% | -2%
CC(C)CCNC(=O)C1CCN(Cc2cccc(OCc3ccccc3)c2)CC1
 : -20% | ? | 13%
CC(=O)c1ccc(N2CCN(C(=O)c3c(-c4ccccc4Cl)noc3C)CC2)cc1
 : ? | 1% | 8%
O=C(O)CCNC(=O)CCCn1nnc2ccccc2c1=O
 : -11% | 0% | 0%
CCOC(=O)c1cc2nc(OCC)nc(OCC)c2[nH]1
 : -11% | . | 13%
Cc1c(C(=O)OCc2ccccc2)[nH]c2c1C(=O)CC(c1ccc(C(C)(C)C)cc1)C2 (stereo unspecified)
 : ? | . | -18%
O=C(Nc1ccncc1)c1ccc(NS(=O)(=O)c2cccc(F)c2)cc1
 : ? | ? | 4%
CN(C)c1nc(C(=O)Nc2ccccc2)nc(N(C)C)n1
 : -4% | ? | -3%
O=C1CCc2cc(S(=O)(=O)N3CCC(C(=O)NC4CCCc5ccccc54)CC3)ccc2N1 (stereo unspecified)
 : 10% | -5% | 6%
CCc1ccccc1NC(=O)N1CCCC(CCC(=O)N(C)CCc2ccccn2)C1 (stereo unspecified)
 : -19% | 6% | 18%
COc1ccc(C2(c3ccc(O)cc3O)CC(c3ccccc3Cl)NC(=S)N2)cc1 (stereo unspecified)
 : ? | -8% | -9%
CCCc1nc2c(s1)CCc1onc(-c3ccc(Cl)cc3)c1-2
 : -10% | -10% | -20%
Cc1ccc(OCc2ccc(C#N)cc2)c(C(=O)c2cc(C#N)c(=O)n(C3CC3)c2)c1
 : -13% | 0% | 19%
Cc1ccc(C(=O)Nc2c(N)nc(SCC(=O)Nc3cc(C)on3)[nH]c2=O)cc1
 : -12% | -1% | -3%
CCCn1c(=O)c(C(=O)NCC2CCCO2)c(O)c2ccccc21 (stereo unspecified)
 : -9% | 1% | 14%
CCOC(=O)C1CCCCN1Cc1cn(C)nc1-c1ccccc1F (stereo unspecified)
 : 3% | 1% | 13%
Cc1cc(C)n(CCc2nc(-c3cc4ccccc4o3)cs2)n1
 : 18µM* | 11% | 1%
CCn1c(SCC(=O)c2cc(OC)ccc2OC)nnc1C1CC1
 : ? | 3% | 10%
CCCCN(C(=O)COC(=O)c1nc2nc(C)cc(C)n2n1)C1CCS(=O)(=O)C1 (stereo unspecified)
 : 2% | . | -12%
CN(C)S(=O)(=O)c1ccc(-c2csc(N/N=C/c3ccco3)n2)cc1
 : 12µM* | 4% | -16%
O=C(NCc1ccccc1Cl)C1CCCN(C(=O)Nc2ccc(F)cc2)C1 (stereo unspecified)
 : ? | -13% | -16%
CCN1CCN(S(=O)(=O)c2ccc(OC)cc2)CC1
 : -12% | -2% | 1%
O=C(CN1C(=O)NC2(CCCCCC2)C1=O)c1ccc2c(c1)OCCO2
 : -20% | -1% | -2%
